PKM2 activator: increases activity of human pyruvate kinase M2. P14618. purified PKM2, Kinase-Glo ATP luminescence, activation; response scale: 0% is enzyme alone, no compound. Potency, µM (doses to about 57.5 µM), for the others: at the highest dose activation, most hits filed as activators. 0.34% of 260,000 active. AID 1631; also: potency is read from the fitted curve at half-maximal effect; % is scaled to controls: 0 for no effect and ±100 for the full control effect; nearly all actives have a fitted effect of over 55% in size
Target sequence (P14618 whole entry, looked up): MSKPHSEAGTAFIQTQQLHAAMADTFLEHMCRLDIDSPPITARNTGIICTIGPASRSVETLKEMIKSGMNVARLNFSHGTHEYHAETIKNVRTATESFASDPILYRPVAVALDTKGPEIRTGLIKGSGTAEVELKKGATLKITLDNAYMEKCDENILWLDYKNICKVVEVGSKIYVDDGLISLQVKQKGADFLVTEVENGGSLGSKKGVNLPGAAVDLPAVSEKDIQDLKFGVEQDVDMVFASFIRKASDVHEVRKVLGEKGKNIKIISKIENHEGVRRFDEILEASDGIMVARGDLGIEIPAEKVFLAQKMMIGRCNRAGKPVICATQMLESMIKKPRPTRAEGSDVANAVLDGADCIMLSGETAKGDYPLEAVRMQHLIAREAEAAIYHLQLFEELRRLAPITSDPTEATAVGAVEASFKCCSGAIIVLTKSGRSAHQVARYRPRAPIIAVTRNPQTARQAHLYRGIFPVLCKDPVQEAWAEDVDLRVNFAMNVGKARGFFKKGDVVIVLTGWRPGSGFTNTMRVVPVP
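Kinase-Glo luminescence reports ATP generated from ADP (0.1 mM) and PEP (0.5 mM) by purified hPK-M2 after 1 h at room temperature, pH 7.2 imidazole buffer; intermediate enzyme activity allows detecting inhibitors and activators.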
Gal4-VP16 FLuc: Gal4-VP16 reporter inhibition counter-screen. Drosophila S2 Gal4-VP16 UAS-luciferase, luminescence, 20 h. Potency, µM (titrated, usually from 53.6 µM), for the others: at the highest dose activity, negative = inhibition, actives largely listed as inhibitors. 3.5% of 310,000 active. AID 2546;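 also: Gal4-VP16 expression switched on by copper sulfate through the metallothionein promoter; potency is read from the fitted curve at half-maximal effect; % is scaled to controls: 0 for no effect and ±100 for the full control effect; nearly all actives have a fitted effect of over 50% in size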
BRCA1 expr act: BRCA1 expression activation; MCF7-BRCA1-FFLuc reporter, luminescence, 48 h; response scale: scaled: vehicle 0%, 10 µM genistein 100%; 1.1% of 380,000 active; AID 624202; Potency, µM (series often up to 46.1 µM), inactives show at the top dose activation, most hits filed as activators; also: potency is read from the fitted curve at half-maximal effect; nearly all actives have a fitted effect of over 80% in size; some results filed as inactive show a strong effect at the top dose
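48 h compound treatment of MCF7-BRCA1-FFLuc cells (phenol-red free MEM, 37 °C), then 15 min with luciferase substrate and luminescence imaging.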
Menin MLL FP TR: displaces Texas Red mutant MLL peptide from human menin. Menin + Texas Red MLL mutant peptide, fluorescence polarization. 0.23% of 270,000 active. O00255. Potency, µM (top dose mostly 61.6 µM), without a hit: at the top dose FP activity change, negative = inhibition, most hits filed as inhibitors; active = well fitted inhibition curve with a large enough effect in the polarisation, with a control signal flat, not every such curve was filed as active; inconclusive = small, poorly fitted or top-dose-only effect, or effect the other way, or a change in a side signal; inactive = no such curve, though single readings can be large or run the other way; the % refers to the polarisation; also: potency is read from the fitted curve at half-maximal effect; % of control where 0% means no effect; many of its hits are not listed in these tables
ELG1 genotox: genotoxicity induction in ELG1-luciferase HEK293T cells; HEK293T ELG1-luciferase reporter, luminescence, 16 h; 1.3% of 330,000 active; Potency, µM (doses to about 46 µM), for the others: top-dose activity change, positive = activation, most hits filed as activators; also: potency is read from the fitted curve at half-maximal effect; % of control where 0% means no effect; nearly all actives have a fitted effect of over 60% in size
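Luminescence read-out: rising ELG1-luciferase signal, reflecting elevated ELG1 protein under genetic stress, flags genotoxic compounds. Cells were treated for 16 hr at 37 °C before ONE-Glo detection.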
Giardia kill: Giardia lamblia killing | Giardia lamblia trophozoite viability | activity change, % at 7.66 µM, hits read low | 0.15% of 340,000 active | AID 540267; in the data active = activity change below about -80%; inconclusive = between about -30% and that limit;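 also: parasites exposed to compound for two days anaerobically before the ATP read; % is scaled to controls: 0 for no effect and ±100 for the full control effect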
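Killing of trophozoites was scored by loss of ATP luminescence after a 48 hrs anaerobic exposure to compounds at 37 deg C, using 100 cells per well.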
RORgamma inh: inhibitors of mouse ROR gamma transcriptional activity | Potency, µM (titrated, usually from 53.6 µM), without a hit: at the top dose activity change, negative = inhibition, usual class: inhibitors | Drosophila S2 Gal4-RORgamma UAS-luciferase reporter, 20 h | AID 2551 | 5.4% of 310,000 active; also: potency is read from the fitted curve at half-maximal effect; % is scaled to controls: 0 for no effect and ±100 for the full control effect; nearly all actives have a fitted effect of over 60% in size
Target sequence (P51450 whole entry, looked up, the tested form may be a part): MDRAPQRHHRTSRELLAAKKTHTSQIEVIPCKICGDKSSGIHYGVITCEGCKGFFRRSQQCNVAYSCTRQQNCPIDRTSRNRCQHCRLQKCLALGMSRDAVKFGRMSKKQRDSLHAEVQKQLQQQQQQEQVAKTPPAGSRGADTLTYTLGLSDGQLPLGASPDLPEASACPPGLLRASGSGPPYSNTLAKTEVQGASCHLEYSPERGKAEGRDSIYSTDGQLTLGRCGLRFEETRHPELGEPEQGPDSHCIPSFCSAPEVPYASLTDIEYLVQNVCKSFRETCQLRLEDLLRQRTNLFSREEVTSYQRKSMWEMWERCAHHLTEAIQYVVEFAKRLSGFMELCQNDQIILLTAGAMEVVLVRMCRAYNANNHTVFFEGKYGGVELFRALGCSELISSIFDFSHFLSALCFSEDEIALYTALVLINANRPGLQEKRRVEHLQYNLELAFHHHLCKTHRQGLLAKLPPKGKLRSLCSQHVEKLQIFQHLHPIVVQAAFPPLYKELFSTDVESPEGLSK
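A Gal4/UAS one-hybrid system in insect cells: metallothionein-promoter Gal4–ROR gamma fusion plus Photinus luciferase reporter. Copper sulfate 700 uM final, 20 hr ambient incubation, luminescent detection after 10 min with reagent.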
Rab9 promoter act: Rab9 promoter activation; Huh7 Rab9 promoter-luciferase reporter, luminescence, 24 h; Potency, µM (top dose mostly 9.22 µM), for inactives: at the top dose activation, negative = inhibition, most hits filed as activators; 2.8% of 320,000 active; AID 485297; also: potency is read from the fitted curve at half-maximal effect; % of control where 0% means no effect; nearly all actives have a fitted effect of over 60% in size
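Steps: seed 1500 Huh7 Rab9-luc cells per well, rest 2 h at 37 °C; add compound in DMSO; incubate 24 h; add luciferase reagent, 10 min ambient; read luminescence.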
p53 reactivator: re-activators of mutant p53 | H1299 p53-A138V BP100-luciferase reporter, luminescence, 24 h | 0.063% of 320,000 active | AID 504706 | Potency, µM (doses to about 92.2 µM), for inactives: at the top dose activity change, positive = activation, actives largely listed as activators; also: potency is read from the fitted curve at half-maximal effect; % of control where 0% means no effect; nearly all actives have a fitted effect of over 45% in size
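p53-null H1299 cells stably carrying temperature-sensitive p53-A138V and a BP100-luciferase reporter were pinned with compounds (4-point, 1:5 series) and held 24 hrs at 37 deg C. Luminescence was read 10 min after detection reagent.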
FLuc counter: inhibits or activates purified firefly luciferase, miR-21 counter-screen; Potency, µM (highest dose often 57.5 µM), inactives show at the top dose activity change, negative = inhibition, usual class: inhibitors; purified FLuc, Km substrates, luminescence inhibition; P08659; 6.9% of 360,000 active;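 also: potency is read from the fitted curve at half-maximal effect; plate controls were vehicle for no effect and reference inhibitor for full effect; nearly all actives have a fitted effect of over 55% in size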
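Purified P. pyralis luciferase (10nM final) with 10uM D-luciferin and 10uM ATP (Km levels) in 50mM Tris acetate pH 7.5, 10mM Mg acetate, 0.01% Tween-20, 0.05% BSA; qHTS 6-point titration, ~60 µM downward; luminescence read.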
NPC1 promoter act: NPC1 promoter activation. Huh7 NPC1 promoter luciferase reporter, 24 h. Potency, µM (doses to about 9.22 µM), for inactives: top-dose activation, hits mostly activators. 2.4% of 320,000 active. AID 485313;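 also: potency is read from the fitted curve at half-maximal effect; % of control where 0% means no effect; nearly all actives have a fitted effect of over 60% in size; reporter is driven by a mutant NPC1 promoter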
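Compounds in DMSO were transferred onto Huh7 NPC1-luciferase reporter cells pre-incubated 2 h; after 24 h at 37 °C, Amplite reagent was dispensed and luminescence recorded 10 min later.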
Numbers without * were called inactive; ? = inconclusive; . = not tested or not shown; & = joins results of further samples; [ ] = dose if it differs, or a comment. Unless noted, calls follow the shape of the dose curve; as a rule, active = well fitted curve in the direction sought with a large enough effect; inconclusive = small, poorly fitted or top-dose-only effect, or another doubt; inactive = no such curve, though single readings can be large; an effect the other way counts as inactive or inconclusive.

SMILES,PKM2 activator,Rab9 promoter act,p53 reactivator,NPC1 promoter act,FLuc counter,RORgamma inh,Menin MLL FP TR,Giardia kill,Gal4-VP16 FLuc,ELG1 genotox,BRCA1 expr act
COCCn1c(-c2ccco2)csc1=Nc1cccnc1,-1%,-5%,3%,3%,-8%,-31%,.,10,6%,-5%,-15%
CCC(C)NC(=O)CNC(=O)c1nn(-c2ccc(OC)cc2OC)c(=O)c2ccccc12 (stereo not drawn),.,3%,11%,4%,-5%,0%,-7%,30[activator],2%,-3%,5%
CCOC(=O)C1CCN(C(=O)CCNS(=O)(=O)c2ccc3c(c2)CCN3C(=O)CC)CC1,.,-2%,3%,-1%,-2%,0%,7%,5,10%,-1%,-22%
CCOC(=O)c1nn(-c2ccccc2C)c(=O)cc1OCC(=O)Nc1cccc(OC)c1,.,-2%,0%,-3%,-2%,.,.,10,.,16%,-9%
Cc1ccc(NC(=O)C(=O)NCC2CCN(C(=O)c3cccc([N+](=O)[O-])c3)CC2)cc1,2%,-2%,7%,0%,6%,-23%,6%,3,-8%,-1%,2%
CCN1CCN(S(=O)(=O)Cc2ccccc2)CC1,-6%,1%,2%,-4%,0%,2%,8%,38[activator],0%,2%,19%
Cc1ccc(C(=O)c2ncc[nH]2)cc1,.,?,14%,?,?,.,.,7,.,?,14µM*
COCCN1Cc2cccc(C(=O)NC(C)c3cccs3)c2C1=O (stereo not drawn),0%,0%,2%,-7%,2%,20%,-2%,-15,2%,0%,34%
Cn1ccnc1SCC(=O)Nc1ccccc1,3%,-1%,19%,1%,-15%,-18%,-2%,-5,9%,2%,1%
O=C(NC(=S)N1CCN(c2ccccn2)CC1)c1ccccc1,-7%,6%,1%,-2%,-1%,2.2µM*,4%,-6,4.5µM*,-2%,10%
CCCc1cc(=O)[nH]c(SCC(=O)N2CCN(c3ccccc3)CC2)n1,-2%,.,.,.,4%&-19%,-1%,-1%,-3,25%,.,-5%
COc1cc2c(cc1OC)-c1c(OC)c(OC)cc3ccnc(c13)C2=O,2%,-13%,-9%,-13%,-11%,-31%&-25%,1%[24.8 µM],-84*,-9%&-9%,3%,-57%
Cc1ccc(S(=O)(=O)NCCc2ccc(S(N)(=O)=O)cc2)cc1,14%,-2%,-1%,2%,2%,12%,-2%,2,14%,-2%,0%[1.84 µM]
COc1ccc(NC(=O)CC2Oc3ccccc3NC2=O)c(OC)c1 (stereo not drawn),.,-3%,-9%,1%,-3%,-17%,?,-11,-5%,-1%,-20%
O=C(CCc1ccccc1)Nc1ccccc1C(=O)N1CCOCC1,-1%,-6%,1%,-4%,4%,2%,?,-15,0%,0%,-1%
CCNc1nc(NC(C)C)nc(Nn2cnnc2)n1,2%,-3%,0%,0%,0%,-5%,-6%,1,-7%,0%,-1%
CC(C)CC(=O)Nc1ccc(Nc2ccccc2)cc1,-10%,12%,10%,2%,19µM*,56%,-10%,-7,7%,-4%,48%
O=C(Cn1cnc2ccccc2c1=O)NC1CCCc2ccccc21 (stereo not drawn),2%,-3%,-5%,-2%,-2%,13%,-8%,8,-10%,-3%,-1%
CC1=CN2C(=NC(=O)CC2(C)C(=O)N(CC(=O)NC2CCCC2)Cc2ccccc2)C=C1 (stereo not drawn),0%,1%,-1%,0%,-2%,-18%,7%,-13,-8%,5%,-5%
NC(=S)NC1CCS(=O)(=O)C1 (stereo not drawn),3%,5%,-1%,-1%,1%,-1%,5%,-18,2%,-1%,-4%
Cc1c(-c2ccncc2)oc2ccc(Br)cc2c1=O,-1%,25%,20%,20%,?,6%,-2%,.,10%,14%,.
CN(C)C(=O)N1CCCC(C(=O)NCc2ccc(F)cc2Cl)C1 (stereo not drawn),-14%,-9%,-8%,-3%,-17%,5%,9%,-3,-13%,9%,1%
Cc1cc2c(cc1S(=O)(=O)N1CCCCC1)OCC(=O)N2,-27%,-2%,6%,-1%,0%&-9%,-2%,26%,-17,3%,1%,-7%
Cc1cc(NC(=O)CN2C(=O)CCSc3ccccc32)no1,-3%,-1%,-2%,-2%,-2%,14%,5%,5,3%,0%,-20%
O=C(O)CSCC(=O)Nc1ccc(C(F)(F)F)cc1,-4%,-1%,18%,6%,-4%,24%,-6%,-16,-5%,-2%,-11%
CCOc1ccccc1N(C)S(=O)(=O)c1ccc2c(c1)N(C(C)=O)CCO2,.,0%,2%,-1%,-1%,-9%,.,-12,-6%,-1%,-4%
O=C(Nc1cccc(C(F)(F)F)c1)n1cc(-c2ccccn2)c(N2CCOCC2)n1,.,12%,-6%,-4%,-2%,?,?,8,?,-8%,-11%
O=S(=O)(c1ccccc1)N1CCC(N2CCCCCC2)CC1,7%,-2%,-10%,0%,1%,?,-8%,-4,-2%,0%,-4%
CC1(C)CC(=O)c2c(O)cc(OCC(=O)Nc3ccc(CCO)cc3)cc2O1,1%,-2%,7%,-3%,?,38%,-15%,10,-6%,1%,5%
COc1ccc(S(=O)(=O)NCCc2cn3nc(C)c(C)nc3n2)cc1,.,4%,-3%,-5%,0%,-9%,4%,35[activator],8%,0%[9.26 µM],-1%
NC(=S)N/N=C/c1cccc(Br)c1,-2%,-7%,-10%,1%,-5%,5.6µM*,15%,-3,?,0%,-19%
CC(C)N1CC2=C(OC(N)=C(C#N)C2c2cccnc2)/C(=C/c2cccnc2)C1 (stereo not drawn),12%,2%,8%,7%,6%,-1%,25µM*,-9,21%,-4%,-3%
O=C(O)CCC(=O)N(Cc1ccccc1)Cc1ccccc1,1%,0%,29%,-3%,2%,-7%,-1%,18,-16%,3%,17%
N#Cc1nc(-c2ccccc2F)oc1NCc1cccc2c1OCO2,6%,0%,0%,-3%,?,33%,44%[activator],-12,21%,3%,14%
Nc1cc(N)nc(SCc2cc([N+](=O)[O-])cc3c2OCOC3)n1,1%,14%,2%,0%,-2%,15%,.,-10,-6%,6%,-5%
Cc1ccc(C(=O)Nc2nc3nc(-c4ccccc4)cc(=O)n3[nH]2)cc1,-9%,-1%,-3%,-3%,?,1%,.,?,-3%,3%,27%
CC(C)c1cc(-c2cc(-c3ccc(Cl)cc3)on2)nc(NC2CCCC2)n1,-1%,-5%,3%,-4%,-1%,-1%,.,11,-18%,0%,1%
CC(=O)N1CCN(c2ncnc3sc(-c4ccccc4)cc23)CC1,-2%,-2%,-1%,0%,3%,5%,-16%,2,-4%[10 µM],1%,-35%
CC(C)Cc1ccc(/C=C/C(=O)N2CCOCC2)cc1,0%,2.2µM*,13%,2.8µM*,11µM*,19%,-4%,-4,?,?,?
COc1cccc(NC(=O)CN(C)C(=O)c2ccccc2OCC(=O)Nc2cccc(C(F)(F)F)c2)c1,.,-4%,-1%,-6%,3%,.,.,10,.,-16%,-26%
Cc1cc(C)n(CC(=O)N/N=C/c2ccccn2)n1,-21%,13%,2%,2%,0%,-28%,-19%,6,8%,0%,-2%
Cc1ccc(CNC(=O)C2CCN(S(=O)(=O)c3ccc4c(c3)CC(C)N4C(=O)C3CC3)CC2)cc1 (stereo not drawn),4%[0.46 µM],-6%,-11%,-7%,4%,36%,-12%,23,3%,-5%,0%
CCOC(=O)[C@H]1[C@H]2COc3ccc(Br)cc3[C@H]2N2C(=O)CNC(=O)[C@@]12C,.,-4%,-10%,-1%,5%,.,.,-6,.,7%,-11%
CCN(CC)c1ccc(C2NC(=O)NC(C)=C2C(=O)Nc2ccccc2)cc1 (stereo not drawn),-12%,0%,-2%,0%,5%,-43%,4%,-7,-1%,0%,13%
O=C(O)C1C2C=CC3(CN(C/C=C/c4ccccc4)C(=O)C13)O2 (stereo not drawn),-1%,0%,7%,-4%,2%,-1%,11%,8,-3%,1%,7%
COC(=O)CCC(NS(=O)(=O)OCC(Cl)(Cl)Cl)c1ccccc1 (stereo not drawn),-1%,0%,4%,-6%,0%,9%,12%,-23,0%,-4%,-8%

An excerpt; the hit share may differ from the screen's.
